Screens: PubChem, several laboratories
Plk1 PBD FP – Plk1 (human) PBD binding inhibition; Plk1 PBD phosphopeptide binding, fluorescence polarization; inhibition, %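 (tested at about 20 µM)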; 97,000 compounds, 0.13% hits; AID 693; in the data active = inhibition above about 34%, passing the limit was not always enough
HUVEC tox TNFa – HUVEC cytotoxicity counter-screen, TNF alpha stimulated | 93,000 compounds, 0.17% hits | cell count reduction, % at 2 µM | HUVEC TNFalpha-stimulated, Hoechst cell count, imaging | AID 848;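 active = cell count reduction exceeding the screen mean by over 5 SD, scaled to untreated wells per plate, cut at about 78% in these data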;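 also: cells counted after 24 h of TNF alpha exposure following the 1 h pretreatment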
Ecoli WT expand – E. coli BW25113 growth inhibition, expanded screen; OD600 absorbance; growth inhibition, % at 100 µM; 98,000 compounds, 0.15% hits;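 active = growth inhibition above about 50% at one test dose, limit read from the data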;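 also: growth measured after 20 h incubation at 37 °C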
sEH inhibitor – inhibitors of human soluble epoxide hydrolase; P34913; recombinant human sEH enzymatic activity assay; inhibition, % at 2 µM; 91,000 compounds, 0.34% hits; in the data active = inhibition above about 80%; also: values of inactives mirror those of a sister screen read the other way; many of its hits are not listed in these tables
VCAM1 TNFa inh – reduces TNF alpha induced VCAM1 expression in HUVEC; HUVEC TNFa-induced VCAM-1 immunofluorescence, high-content imaging; inhibition, % at 2 µM; 95,000 compounds, 0.48% hits; AID 802;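 active = inhibition above the batch mean plus 3 SD, with images confirmed as a hit by eye, cut at about 37% in these data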;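 also: 0% = TNF-stimulated DMSO wells and 100% = unstimulated control wells; not every result past the cut was called active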
DAT uptake mod – human DAT dopamine uptake with cocaine, either direction; Q01959; LLC-PK1 hDAT cells, [14C]-dopamine uptake with cocaine IC80; actives deviate in either direction; B-score at 10 µM; 110,000 compounds, 1.3% hits;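 active = Z score or B-score, a plate-position-corrected score, falls beyond the plate's 99.7% confidence bounds, in either direction; inactive = both scores lie inside the 99.7% bounds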;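 also: scored against the spread of the other compound wells on the same plate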
Target sequence (Q01959 whole entry, looked up): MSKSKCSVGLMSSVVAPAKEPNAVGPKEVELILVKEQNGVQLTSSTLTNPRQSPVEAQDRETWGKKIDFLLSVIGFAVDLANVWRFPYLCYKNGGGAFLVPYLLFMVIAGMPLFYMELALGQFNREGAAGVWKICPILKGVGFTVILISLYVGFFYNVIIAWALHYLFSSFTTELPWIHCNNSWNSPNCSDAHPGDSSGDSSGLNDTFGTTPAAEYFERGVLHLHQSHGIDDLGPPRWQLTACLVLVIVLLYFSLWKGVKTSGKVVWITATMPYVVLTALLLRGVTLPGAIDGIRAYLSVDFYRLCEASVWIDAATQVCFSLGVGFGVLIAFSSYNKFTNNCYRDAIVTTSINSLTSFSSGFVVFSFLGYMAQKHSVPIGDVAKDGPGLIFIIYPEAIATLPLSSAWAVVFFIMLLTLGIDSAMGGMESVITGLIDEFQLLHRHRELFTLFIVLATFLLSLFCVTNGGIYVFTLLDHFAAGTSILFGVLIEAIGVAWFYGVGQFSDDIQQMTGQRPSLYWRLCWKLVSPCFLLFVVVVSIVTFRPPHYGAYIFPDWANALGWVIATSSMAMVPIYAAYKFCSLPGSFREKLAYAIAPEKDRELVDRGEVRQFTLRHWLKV
F-actin modifier – alters cytoskeleton assembly in HUVEC cells; HUVEC TNFa F-actin phalloidin imaging, high content; inhibition, % at 2 µM; 91,000 compounds, 0.18% hits; AID 836;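 active = inhibition above the batch mean plus 3 SD and confirmed as a hit by visual image inspection, cut at about 30% in these data, passing the limit was not always enough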; also: strong numbers were not always called active
HUVEC tox IL1B – HUVEC cytotoxicity counter-screen, IL-1B stimulated | HUVEC cell count loss, Hoechst imaging | cell count reduction, % at 2 µM | 94,000 compounds, 0.41% hits | AID 845;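 active = cell count reduction more than 3 SD above the screen-wide mean, cut at about 70% in these data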;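 also: normalized per plate to untreated control cells as the no-loss baseline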
PLK1 kinase inh – inhibitors of human PLK1 kinase | recombinant PLK1 kinase, TR-FRET peptide phosphorylation | inhibition, % at 10 µM | 97,000 compounds, 0.53% hits | P53350;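 active = inhibition of 50% or more in the single-concentration screen; inactive = inhibition below 50%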;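 also: 0% = DMSO max control and 100% = H-89 dihydrochloride min control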
Active calls of the source: *; . = no result given. Not a hit list; any-hit rate near 3.4%.

SMILES | Plk1 PBD FP | HUVEC tox TNFa | Ecoli WT expand | sEH inhibitor | VCAM1 TNFa inh | DAT uptake mod | F-actin modifier | HUVEC tox IL1B | PLK1 kinase inh
COc1ccc(CCCc2nnc(SCC(=O)Nc3cc(C)ccc3C)o2)cc1 | -1.6 | -28.3 | -2.0 | 10.0 | 16.4 | 1.01 | . | -9.3 | -7.1
O=C(O)COc1ccc2c(-c3ccccc3)cc(=O)oc2c1 | 17.5 | -15.4 | . | 17.2 | -1.3 | -0.119 | 26.1 | -20.2 | -4.2
CC12CC3(C)CC(C)(C1)CC(NC(=O)N1CCCC1)(C2)C3 | -8.3 | -1.0 | 3.0 | 3.5 | 24.4 | 1.07 | -8.4 | 1.8 | -8.9
COc1ccccc1CNC(=O)CCC(=O)Nc1nnc(C(C)C)s1 | -13.0 | -3.1 | -3.0 | 4.4 | 1.6 | 0.234 | 0.7 | -8.8 | -1.1
Cc1cccc(N=Nc2c(N)n[nH]c2-c2ccc(Cl)cc2)c1 | -3.4 | 59.1 | -12.0 | 9.1 | 37.9 | 0.106 | 11.1 | 4.5 | 70.7*
CCOC(=O)c1c(N)sc2c(O)c(Br)ccc12 | -11.4 | -9.2 | 12.0 | 14.6 | 6.4 | 0.61 | 9.7 | -1.2 | 9.2
O=C(CCl)N(c1ccc(Cl)cc1)c1c[nH]c2ccccc12 | -4.2 | 0.4 | 20.0 | 8.1 | 13.9 | 0.52 | -14.5 | -14.3 | -6.4
O=C(Nc1ccc(Oc2ccc(NC(=O)c3ccco3)c(NC(=O)c3ccco3)c2)cc1)c1ccco1 | -14.7 | 0.8 | -13.0 | 46.8 | -2.8 | 1.31 | -16.4 | 10.0 | -9.6
CC(NC(=O)c1ccc(-c2cc(C(F)(F)F)ccc2Cl)o1)c1ccccc1 (stereo unspecified) | -9.6 | -1.1 | -7.0 | 15.7 | -15.2 | 0.235 | -11.8 | -16.8 | -11.0
CN(CCO)C(=O)c1cccc2c1-c1ccccc1C2=O | 8.5 | -0.4 | -2.0 | -3.4 | 0.3 | -0.0102 | -24.5 | -49.2 | -5.3
COc1ccc(-n2nnc3c(SCC(=O)NCc4ccco4)ncnc32)cc1 | 11.9 | -0.9 | 1.0 | 1.7 | 5.5 | -0.166 | -71.1 | -44.1 | -8.9
O=C1[C@@H]2[C@H](C(=O)N1Cc1ccco1)[C@H]1C=C[C@@H]2C1 | 16.4 | -17.1 | 9.0 | 5.2 | -1.7 | 0.0118 | -9.3 | -11.0 | -20.9
Cc1cc(C)cc(N(CC(=O)NCc2ccco2)S(=O)(=O)c2c(C)noc2C)c1 | -26.8 | -11.2 | -3.0 | 6.2 | 21.3 | -0.744 | -4.6 | -44.8 | -8.7
CCOC(=O)c1[nH]cnc1C(=O)O | -26.3 | -11.7 | 2.0 | 8.7 | -11.9 | -0.891 | 15.1 | -180.0 | -7.5
COc1ccc(NC(=O)CSc2nnc(Cc3ccccc3)o2)c(OC)c1 | -15.4 | 11.5 | 10.0 | -9.6 | 9.1 | -0.727 | -4.8 | -6.1 | -17.2
CN(C)S(=O)(=O)c1c(Cl)cccc1Cl | 14.8 | 1.6 | 6.0 | -15.9 | 9.2 | -0.361 | -4.0 | 23.8 | -4.6
CCOC(=O)c1cnc(SC)nc1Sc1cc(Cl)ccc1Cl | 1.2 | -4.7 | -14.0 | -9.3 | 11.6 | -1.2 | . | -17.2 | -11.2
CCOC(=O)C1CCCN(C(=O)CN2C(=O)c3ccccc3C2=O)C1 (stereo unspecified) | -10.0 | -20.5 | 0.0 | -5.9 | 11.0 | 1.13 | -1.7 | 30.6 | -1.2
CCOC(=O)CSc1nc2cc(S(=O)(=O)Nc3ccccc3OC)ccc2o1 | -18.1 | -6.1 | -13.0 | 0.8 | -5.8 | 0.583 | 8.3 | -9.1 | -11.2
CC1CCN(S(=O)(=O)c2ccc(S(=O)(=O)N3CCCN(Cc4ccccc4)C3)cc2)CC1 | 1.8 | -27.2 | . | -0.1 | 19.7 | . | -8.9 | -9.3 | -8.5
Cc1ccccc1-c1nc(CS(=O)CC(=O)NCCCN(C)c2ccccc2)c(C)o1 (stereo unspecified) | -0.5 | -29.5 | 10.0 | 0.4 | 12.0 | 1.12 | 40.3 | 28.7 | -1.3
CN(C)CC(C)(C)CNS(=O)(=O)CC12CCC(CC1=O)C2(C)C (stereo unspecified) | -21.0 | -17.8 | 5.0 | 8.2 | 7.1 | 0.00493 | -10.8 | 11.4 | -7.3
CCCC(=O)N(CCc1ccccc1)Cc1nc2ccccc2c(=O)[nH]1 | -13.0 | -25.6 | 7.0 | -6.4 | 16.8 | 1.11 | 13.4 | -16.3 | -3.4
COCC(=O)n1nc(-c2ccccc2)nc1NCc1ccc(F)cc1 | -14.3 | -18.4 | -2.0 | . | -6.9 | 1.39 | 16.1 | 6.2 | -8.2
N=c1n(CCN2CCCCC2)c2ccccc2n1CC(O)c1cccc(Br)c1 (stereo unspecified) | -26.7 | 2.9 | 18.0 | 1.2 | 2.7 | 0.442 | 8.7 | 23.6 | 10.6
COc1c[nH]n(C2CCCCC2)c(=O)c1=O | -19.4 | -8.9 | 18.0 | -11.5 | -10.4 | 1.44 | -0.6 | 1.7 | -1.8
COC(=O)CCn1nnc(-c2ccc(C(C)C)cc2)n1 | 4.8 | -16.7 | 7.0 | -4.0 | -9.1 | 0.00372 | 4.7 | -31.3 | 1.8
Cc1nn(CCCC(=O)N2CCc3ccccc3C2)c(=O)c2cc3sccc3n12 | 7.1 | 0.0 | 0.0 | 6.4 | -2.3 | . | 13.6 | -4.5 | -5.9
CCOc1ncccc1C(=O)OCC(=O)c1cc(C)n(Cc2ccco2)c1C | 3.4 | -36.4 | -16.0 | 7.5 | 14.2 | -1.05 | -7.6 | -0.5 | -9.3
O=C(O)c1cccnc1SC1CC(=O)N(c2cccc(C(F)(F)F)c2)C1=O (stereo unspecified) | 2.5 | -11.9 | 7.0 | -7.4 | -3.7 | -0.175 | -1.5 | 13.1 | -4.1

Sorted by the number under DAT uptake mod (rising): 3 of the compounds above.
molecule	Plk1 PBD FP	sEH inhibitor	VCAM1 TNFa inh	DAT uptake mod	F-actin modifier	PLK1 kinase inh
COc1ccccc1CNC(=O)CCC(=O)Nc1nnc(C(C)C)s1	-13.0	4.4	1.6	0.234	0.7	-1.1
O=C(CCl)N(c1ccc(Cl)cc1)c1c[nH]c2ccccc12	-4.2	8.1	13.9	0.52	-14.5	-6.4
CC12CC3(C)CC(C)(C1)CC(NC(=O)N1CCCC1)(C2)C3	-8.3	3.5	24.4	1.07	-8.4	-8.9

Continued.
SMILES | Plk1 PBD FP | HUVEC tox TNFa | Ecoli WT expand | sEH inhibitor | VCAM1 TNFa inh | DAT uptake mod | F-actin modifier | HUVEC tox IL1B | PLK1 kinase inh
O=C(c1ccc([N+](=O)[O-])cc1)N(C1=NCCCCS1)c1ccccc1 | -11.1 | -6.1 | -7.0 | -3.2 | -3.4 | . | -10.3 | 11.5 | -4.6
COc1ccccc1-c1nc(C(N)=O)c2[nH]c(=O)n(-c3cccc(C)c3)c2n1 | 6.7 | -16.8 | -4.0 | 4.4 | -9.9 | 0.936 | -2.8 | -3.2 | -8.3
CC1Cc2ccccc2N1C(=O)CSc1nnc2c(n1)[nH]c1ccccc12 (stereo unspecified) | 10.0 | -22.8 | -7.0 | -2.0 | 1.0 | 1.31 | -4.0 | -2.3 | -8.5
Cc1cccc(C)c1NC(=O)c1c(-c2ccccc2)noc1C | 3.0 | -36.0 | 2.0 | . | 2.0 | -1.21 | 58.7 | -22.0 | -4.8
COc1ccc(CCNC(=O)c2c(C)noc2C)cc1 | 17.6 | -16.5 | -4.0 | 5.9 | 22.4 | 0.17 | 23.7 | 0.3 | -2.4
Clc1ccc(/C=C/c2nc3ccccc3[nH]2)cc1 | -15.0 | . | -1.0 | . | . | -0.318 | . | . | 2.6
Cc1ccc(NCc2nnc(SCC(=O)NCCc3ccccc3)n2C)cc1 | -1.8 | 5.5 | -6.0 | 0.4 | -8.8 | 0.277 | -10.7 | -25.3 | -6.8
O=C(NCCCn1ccnc1)Nc1ccc(Cl)cc1 | -17.1 | -1.6 | 18.0 | 1.0 | -6.2 | 0.0775 | 30.2 | 40.9 | -16.6
CC(C)(C)S(=O)(=O)c1nc2ccccc2s1 | -3.1 | 5.8 | 7.0 | -13.1 | 3.6 | -0.343 | 7.3 | 3.0 | -1.5
O=C(/C=C/c1ccccc1Cl)NC(=S)Nc1ccccc1C(=O)NC1CCCCC1 | -6.8 | -8.5 | -1.0 | 10.7 | 3.0 | -0.257 | 2.7 | -55.7 | -6.0
COc1ccc(CCNS(=O)(=O)c2ccc3oc(C(=O)O)c(C)c3c2)cc1OC | 18.8 | 5.7 | 5.0 | 10.9 | 17.6 | -1.41 | -4.6 | -26.6 | -4.7
CC(=NCCc1ccccc1)C1=C(O)COC1=O | -10.4 | -22.5 | 3.0 | -1.5 | -1.8 | -1.21 | -22.6 | -36.1 | -18.3
Cc1ccccc1NC(=O)NC1(C(=O)NCCCN2CCOCC2)CCCCC1 | -4.9 | -12.4 | . | -0.3 | 4.4 | 0.475 | 1.8 | -3.7 | -7.1
CN(C)c1[nH]c(=O)c(C#N)c2c1CCN2Cc1ccccc1 | 20.3 | . | 3.0 | 31.7 | . | 0.82 | -20.4 | -6.4 | 0.2
N/C(Cn1nnc(-c2ccccc2)n1)=N\O | -2.3 | -23.1 | 3.0 | 3.9 | 20.2 | -1.19 | 11.1 | 12.5 | 3.6
COc1ccc(NC(=O)NCc2cccnc2)cc1OC | 3.0 | -9.9 | 2.0 | 5.8 | 0.2 | -0.0293 | -2.2 | 21.9 | -9.0
OC(COCc1cccs1)CN1CCCCCC1 (stereo unspecified) | 4.8 | -31.6 | 5.0 | 7.2 | -18.4 | -1.34 | -20.6 | -19.3 | 4.3
N#CC1=C(N)NC(SCC(=O)Nc2ccccc2)=C(C#N)C12CCCCC2 | 4.7 | 12.7 | . | -1.1 | 2.4 | -2.36 | 3.4 | -12.5 | -0.8
CCN1CCN(C(c2cccs2)C(C)NS(=O)(=O)c2ccc(Br)cc2)CC1 (stereo unspecified) | 4.6 | 5.6 | 5.0 | . | -4.0 | . | -10.0 | -6.2 | 0.7
COc1ccc(NS(=O)(=O)c2ccc(NC(=O)C(C)(C(F)(F)F)C(F)(F)F)cc2)nn1 | -11.6 | -30.9 | 2.0 | 11.2 | -19.8 | 0.169 | -2.3 | -55.1 | -7.5
CC1CCCCN1S(=O)(=O)c1ccc(S(=O)(=O)N2CCN(c3ccc(F)cc3)CC2)cc1 (stereo unspecified) | -10.8 | -42.3 | 4.0 | 11.2 | -6.9 | -0.555 | -20.2 | -38.7 | -15.6
Cc1nc2cc(Nc3nnc(-c4ccccc4)c4ccccc34)ccc2n1C | 22.0 | . | 23.0 | -10.5 | -1.8 | 1.07 | 18.2 | 18.4 | -3.4
c1ccc(-n2cccc2CNC2CCCCC2)cc1 | -11.1 | -24.7 | 6.0 | 1.5 | 15.1 | -0.36 | 8.1 | 21.9 | 6.1
CNC(=O)c1ccccc1F | -10.7 | -16.3 | 0.0 | 7.0 | 7.9 | -1.36 | 7.5 | 12.3 | -25.7
NS(=O)(=O)c1ccc(NC(=O)CSC2CCCCC2)cc1 | 3.1 | -15.4 | -8.0 | . | 15.2 | -1.79 | 3.3 | 0.3 | -5.2
Cc1noc(NS(=O)(=O)c2ccc(NC(=O)c3ccoc3C)cc2)c1C | -8.1 | -7.2 | -1.0 | 7.1 | 8.7 | 1.15 | 7.1 | -47.2 | -14.4
O=C(COc1ccc(Cl)cc1)NCCCn1ccnc1 | -7.0 | -20.5 | 9.0 | 18.0 | -0.8 | -0.223 | -39.8 | -28.5 | -8.5
O=C(Oc1ccc(OC(=O)N2CCCCC2)cc1)c1ccccc1 | 8.9 | -28.9 | -10.0 | 6.7 | 2.6 | 2 | 25.4 | -7.9 | -15.8
CC1Cc2ccccc2N1C(=O)Cn1c(=O)oc2cc(S(=O)(=O)N3CCCCC3)ccc21 (stereo unspecified) | -10.9 | -45.9 | -15.0 | 15.7 | 10.2 | 1.21 | -9.6 | -5.2 | 1.2
